Source: PubChem BioAssay
Growth percent in the NCI-60 one-dose screen (48 h, 10 µM unless noted): 100 = growth as untreated, 0 = no growth, -100 = all killed.
SK-MEL-28 = SK-MEL-28 melanoma; 81,000 tested, 4.1% active; AID 1794761
HOP-62 = HOP-62 NSCLC. 80,000 tested, 3.9% active
M14 = M14 melanoma; 80,000 tested, 6.2% active; AID 1794745
SK-MEL-5 = SK-MEL-5 melanoma; 80,000 tested, 6.4% active
EKVX = EKVX NSCLC; AID 1794765; 71,000 tested, 3% active
A549/ATCC = A549/ATCC NSCLC | 81,000 tested, 3.7% active | AID 1794740
CCRF-CEM = CCRF-CEM leukemia; 77,000 tested, 7% active
HOP-92 = HOP-92 NSCLC cells | 71,000 tested, 6.3% active | AID 1794738
* hit, by the source's call; . = not tested or not shown; & = joins results of further samples; ! = not active in a repeat. The calls were made as follows: active = growth percent below 10; inactive = the rest. An unsorted share of the library. About 12% of those tested had a hit in this group.

SMILES | SK-MEL-28 | HOP-62 | M14 | SK-MEL-5 | EKVX | A549/ATCC | CCRF-CEM | HOP-92
Cc1sc2c(c1C)c(=O)nc1c(-c3nc4ccccc4s3)n[nH]n12 | 101 | 90 | 99 | 97 | 82 | 97 | 89 | 89
OCCSCCCCCSCCO | 92 | 100 | 103 | 109 | 101 | 100 | 89 | 88
O=C(/C=C/c1ccc(F)cc1)c1ccc(Nc2nc(NCCO)nc(Nc3ccc(Cl)cc3)n2)cc1 | 87 | 81 | 83 | 75 | 68 | 51 | 60 | 88
COc1cccc2c1CN(C(=O)c1ccc(O)c(C(=O)N3Cc4ccc(OCCC[P+](c5ccccc5)(c5ccccc5)c5ccccc5)cc4C3)c1)C2 | 63 | 102 | 89 | 36 | 52 | 101 | 71 | .
CCCCCCC(CCCC)COC(=O)c1ccc(Cl)cc1 (stereo unspecified) | 112 | 119 | 104 | 97 | 112 | 117 | 105 | 89
CC1=C(C(=O)Nc2nc(-c3ccc(Cl)cc3)cs2)[C@H](c2ccc(O)cc2)N=C(N)N1 | 107 | 95 | 90 | 100 | 88 | 91 | 99 | 91
CCCCCCOC(=O)N1CCCCC1CCCC (stereo unspecified) | 113 | 114 | 104 | 106 | 105 | 103 | 106 | 107
C=C(CBr)[C@@H]1CC[C@]2(C(N)=O)CC[C@]3(C)[C@H](CC[C@@H]4[C@@]5(C)CCC(=O)C(C)(C)[C@@H]5CC[C@]43C)[C@@H]12 | 83 | 98 | 79 | 71 | 85 | 67 | 41 | 68
CN(C)c1ccc(/C=C/c2ccnc3ccccc23)cc1 | 72 | 62 | 44 | 33 | 22 | 25 | 51 | 27
CSc1[nH]c2ncnc(N)c2c1C#N | 120 | 95 | 95 | 100 | 83 | 101 | 110 | 118
COC(=O)c1ccccc1Br | 159 | 78 | 89 | 107 | 81 | 103 | 109 | .
CCC1=Cc2cc(OC)ccc2OC12C=Cc1cc(OC)ccc1O2 (stereo unspecified) | 57 | 64 | . | 17 | 46 | 27 | 11 | 57
Cc1nn(-c2ccc(Br)cc2)c2nc(CCl)[nH]c(=O)c12 | 103 | 99 | 101 | 102 | 100 | 97 | 84 | 101
CCOC(=O)CC1CSC(N/N=C/c2ccc(O)cc2)=N1 (stereo unspecified) | 107 | 91 | 92 | 102 | 103 | 102 | 115 | 80
NC(=O)N/N=C/c1ccc([N+](=O)[O-])s1 | 102 | . | 94 | 89 | 72 | 101 | 110 | 112
COc1ccc(C(=O)COc2cccc(/C=C3\CSc4ccccc4C3=O)c2)cc1 | -62* | 87 | -26* | -76* | 71 | 87 | -62* | 60
Cc1cc(C(=O)O)cc(C)c1N | 108 | 91 | 95 | 105 | 94 | 101 | 100 | 111
N#Cc1c(N)nnn1Cc1cc(=O)oc2ccc(Cl)cc12 | 107 | 91 | 94 | 96 | 89 | 99 | 90 | 85
Cc1ccc(N(C(=O)C2CC2c2ccc(F)c(F)c2)C(C(=O)NCCN2CCOCC2)c2ccc(Br)cc2)cc1 (stereo unspecified) | 103 | 91 | 91 | 97 | . | 83 | 92 | 99
c1ccc(OC2CCCCC2N2CCOCC2)cc1 (stereo unspecified) | 104 | 114 | 105 | 103 | . | 96 | 101 | 75
COC1CC(C)C(Cl)C(C)C1/C=C/C(=O)O (stereo unspecified) | 98 | 105 | 105 | 109 | 100 | 101 | 98 | 81
CCOC(=O)CSCC(N)=O | 104 | 114 | 100 | 103 | 102 | 101 | 115 | 96
Oc1cccc2c(O)cccc12 | 111 | 93 | 104 | 105 | 85 | 95 | 74 | 68
CN(Cc1ccccc1)c1nc(Cl)c(C2CC(c3ccc(F)cc3)=Cc3[nH][nH]c(=O)c32)s1 (stereo unspecified) | 106 | 100 | 86 | 101 | 105 | 112 | 105 | 95
CNCc1cccc(C)n1 | 116 | . | 107 | 107 | 111 | 107 | 99 | 104
CCOC(=O)C1=NN2C(O)C3(C)CC(C(=O)OCC)=NN3C(O)C2(C)C1 (stereo unspecified) | 115 | 83 | 96 | 102 | . | 96 | 91 | 65
CN(C)c1ccc(C(=C2C=CC(=[N+](C)C)C=C2)c2ccccc2Cl)cc1 | -97* | -94* | -95* | -97* | -34*! | -34* | 5.7* | -72*
Cc1ccc(S(=O)(=O)Nc2ccc(Br)cc2C(N)=O)cc1 | 103 | 104 | 99 | 110 | . | 113 | 96 | .
CSCC(N)C(=O)O (stereo unspecified) | 100 | 99 | 103 | 100 | 112 | 97 | 102 | 114
O=C(/C=C/c1cccc(Br)c1)c1ccc(Nc2nc(N3CCCCC3)nc(N3CCCCC3)n2)cc1 | . | 113 | 112 | 97 | 111 | 94 | 106 | 120

Entries of single compounds from above. Values in the order: SK-MEL-28	HOP-62	M14	SK-MEL-5	EKVX	A549/ATCC	CCRF-CEM	HOP-92
c1ccc(OC2CCCCC2N2CCOCC2)cc1 (stereo unspecified) in the list: 104	114	105	103	.	96	101	75
CN(Cc1ccccc1)c1nc(Cl)c(C2CC(c3ccc(F)cc3)=Cc3[nH][nH]c(=O)c32)s1 (stereo unspecified) in the list: 106	100	86	101	105	112	105	95

Some entries already given, limited to HOP-92, EKVX and A549/ATCC:
SMILES	HOP-92	EKVX	A549/ATCC
Oc1cccc2c(O)cccc12	68	85	95
CN(Cc1ccccc1)c1nc(Cl)c(C2CC(c3ccc(F)cc3)=Cc3[nH][nH]c(=O)c32)s1 (stereo unspecified)	95	105	112
CNCc1cccc(C)n1	104	111	107

More records:
SMILES | SK-MEL-28 | HOP-62 | M14 | SK-MEL-5 | EKVX | A549/ATCC | CCRF-CEM | HOP-92
CCN(CC)CCCCO | 108 | 89 | 102 | 99 | . | 103 | . | .
CC(=O)NS(=O)(=O)c1ccc(N=C=S)cc1 | 89 | 106 | 95 | 100 | 96 | 94 | 107 | 101
COc1cc(/C=C/C(=O)c2c(C)nc3ccccc3c2/C=C/c2ccccc2)cc(OC)c1OC | 1.3* | 22 | -6.2* | 8.1* | 27 | 8.7* | 4.8* | 15
COc1cc(C2C=C(c3ccc(NCc4nccc(OCC(F)(F)F)c4C)cc3)NC(N)=N2)cc(OC)c1OC (stereo unspecified) | 109 | 96 | 109 | 90 | 89 | 77 | 64 | 83
C#CCOC(=O)c1ccc(C)cc1 | 106 | 96 | 103 | 103 | 95 | 96 | 98 | 94
CN(C)CCCNc1nn2c(=O)c3ccccc3nc2c2ccccc12 | 93 | 47 | 89 | 53 | 53 | 24 | 30 | 23
O=C(O)CN(CCN(CC(=O)O)CC(=O)O)CCN(CC(=O)O)CC(=O)O | 99&105&24 | -76*! | 102&89&18 | 3.7*! | -25*! | -85*! | 5.2*! | 102&103
CCOC(=O)C1=C(N)Oc2c(sc3c(CC)cccc23)C1c1ccc(OC)cc1 (stereo unspecified) | 104 | 97 | 97 | 99 | 96 | 101 | 86 | 83
COc1ccc(/C=N/NC(=O)Cn2nnc3ccccc32)cc1 | 102 | 100 | 109 | 110 | 101 | 97 | 106 | 104
N#Cc1ncc(Cl)c2ccccc12 | 111 | 87 | 104 | 109 | 100 | 93 | 106 | 77
CC(=O)N1N=C(c2ccccc2)CC1c1[nH]c(C)c(C(=O)NCC(F)(F)F)c1C (stereo unspecified) | 110 | 108 | 126 | 99 | 102 | 107 | 102 | 116
C=CC(C)(CCC=C(C)C)OC(=O)/C=C/c1ccccc1 (stereo unspecified) | 108 | 97 | 102 | 100 | 99 | 100 | 103 | 111
CC1=NCCN1CCc1ccccc1 | 112 | 99 | 106 | 101 | 101 | 81 | 84 | 97
N#CCCCCCn1c2ccccc2c2c3[nH]c(=O)[nH]c(=O)c3c3c4ccccc4n(CCCCCC#N)c3c21 | . | 16 | 67 | 29 | 81 | 74 | 74 | 19
O=C1C2CCC(C2)C1CN1CCOCC1 (stereo unspecified) | 120 | 109 | 101 | 101 | 120 | 93 | 94 | 107

Shown as labelled records: part of the list above.
COc1cccc2c1CN(C(=O)c1ccc(O)c(C(=O)N3Cc4ccc(OCCC[P+](c5ccccc5)(c5ccccc5)c5ccccc5)cc4C3)c1)C2
  SK-MEL-28 = 63	HOP-62 = 102	M14 = 89	SK-MEL-5 = 36	EKVX = 52	A549/ATCC = 101	CCRF-CEM = 71	HOP-92 = .
CCCCCCC(CCCC)COC(=O)c1ccc(Cl)cc1 (stereo unspecified)
  SK-MEL-28 = 112	HOP-62 = 119	M14 = 104	SK-MEL-5 = 97	EKVX = 112	A549/ATCC = 117	CCRF-CEM = 105	HOP-92 = 89

Later entries.
SMILES | SK-MEL-28 | HOP-62 | M14 | SK-MEL-5 | EKVX | A549/ATCC | CCRF-CEM | HOP-92
O=S(Cc1cc2c(cc1Br)OCO2)c1ccccc1 (stereo unspecified) | 107 | 101 | 101 | 103 | 103 | 108 | 104 | 81
O=C(c1ccc(Cc2n[nH]c(=O)c3cccnc23)cc1)N1CCCCC1 | 104 | 107 | 104 | 99 | 101 | 109 | 108 | 109
COc1cccc(/C=C/C(=O)c2ccccc2)c1O | 113 | 103 | 104 | 95 | 101 | 81 | 92 | 83
CC1N(C(=O)Nc2ccc(Cc3ccc(NC(=O)N4C(C)C4(C)C)cc3)cc2)C1(C)C (stereo unspecified) | 119 | . | 105 | 91 | 99 | 99 | 89 | 80
CN1CCc2c(sc3ncnc(N/N=C/c4ccc(N(C)C)cc4)c23)C1 | 104 | 100 | 104 | 97 | 95 | 104 | 87 | 92
CC1(C)N=C(N)N=C(N)N1c1ccc(OCC(=O)Nc2ccccc2)c(Cl)c1 | 76 | -3.6* | 26 | 27 | 49 | 11 | 29 | 13
O=C1/C(=C/c2ccc([N+](=O)[O-])cc2)SC(=Nc2ccccc2)N1Nc1ccccc1 | 83 | 97 | 80 | 92 | 71 | 72 | 24 | 108
CC12CCC(=O)C=C1CCC1C2C(O)CC2(C)C1CCC2(O)C(=O)CSc1ncnc2nc[nH]c12 (stereo unspecified) | 112 | 97 | 101 | 93 | . | 106 | 95 | 87
N#Cc1c(NC(=O)c2ccc(F)c(Cl)c2)sc2c1CCC(=O)C2 | -67* | 8.6* | -18* | -76* | 13 | 19 | 8.2* | -37*
C=C(C)[C@@H]1CC[C@]2(C(=O)N=C=S)CC[C@]3(C)[C@H](CC[C@@H]4[C@@]5(C)CCC(=O)C(C)(C)[C@@H]5CC[C@]43C)[C@@H]12 | 66 | 30 | 39 | 78 | 32 | 26 | 28 | 18
CCSc1nnc(Cc2ccc(OC)cc2)n1-c1ccc(C)cc1 | 124 | 94 | . | 98 | . | 97 | 84 | 68
O=C(O)CCOc1ccc(Cl)cc1 | 110 | 99 | 103 | 100 | 104 | 92 | 97 | 76
CC(=O)Nc1cccc2cc(S(=O)(=O)O)ccc12 | 110 | 99 | 106 | 98 | . | 99 | 92 | 93
Cc1nn(-c2ccccc2)c2nc(C)n(/N=C/c3cccc([N+](=O)[O-])c3)c(=O)c12 | 98 | 98 | 94 | 88 | 91 | 99 | 93 | 75
CC(C)(C)n1cc(-c2ccnc(NCCNS(=O)(=O)c3cccc(F)c3)c2)c(-c2cccc(O)c2)n1 | 95 | 96 | 95 | 56 | 79 | 77 | 81 | 74
O=C(OOC(=O)c1ccccc1)c1ccccc1 | 118 | 97 | 110 | 99 | 104 | 97 | . | .
CCN1CCN(Cc2ccc(Cc3ncc(F)c(-c4cc(F)c5nc(C)n(C(C)C)c5c4)n3)nc2)CC1 | 64 | 44 | 45 | 34 | 60 | 29 | 22 | 50
O=C(O)c1cccc([N+](=O)[O-])c1I | 113 | 103 | 101 | 100 | 98 | 100 | . | 85
CC(C)(C)C(=O)NCCNc1nccc(Nc2ccc(S(=O)(=O)Nc3ccccn3)cc2)n1 | 107 | 104 | 97 | 104 | 98 | 98 | 95 | 101
CCc1c(Nc2ccc(C)cc2)nc(N)[nH]c1=O | 101 | 99 | 100 | 102 | 92 | 100 | 104 | 94
Cc1cc(OC(=O)c2nnn(-c3ccccc3Cl)c2C)nc2[nH]c(=O)sc12 | 122 | 94 | 101 | 100 | 92 | 106 | 99 | 110
Cc1ccc(NC(=O)Cn2cc(CN3CCN(c4ccnc5cc(Cl)ccc45)CC3)nn2)cc1 | 104 | 70 | 103 | 78 | 81 | 93 | -32* | 53
COc1ccc(/C=C/C(=O)c2ccc(NC(=O)CSc3nc4[nH]c(=O)n(C)c(=O)c4[nH]3)cc2)cc1 | 101 | . | 103 | 97 | 100 | 94 | 116 | 91
COc1cc(F)c(/C=C/c2cc(/C=C/c3cc(OC)c(OC)cc3F)n(-c3cccc(C(F)(F)F)c3)n2)cc1OC | 104 | 98 | 87 | 89 | 93 | 90 | 88 | 85
Cc1cccc(N2C(=O)CSC2=S)c1 | 109 | 99 | 108 | 99 | 106 | 98 | . | 80
Cc1[nH]c(C(=O)NN)c(C)c1C(=O)NN | 102 | 110 | 105 | 110 | 120 | 114 | 95 | 106
Cc1ccc(/C=C/C(=O)c2cccc(NC(=O)CSc3nc4ccccc4c(=O)n3-c3ccccc3)c2)c(C)c1 | 112 | 120 | 102 | 100 | 98 | 98 | 104 | .
CCOC(=O)C1CC(C)(C)OC1=O (stereo unspecified) | 109 | 97 | 95 | 107 | 118 | 85 | 109 | 99
O=C(/C=C/C=C/c1c(C2CC2)nc2ccccc2c1-c1ccc(F)cc1)c1cccs1 | -2.1* | 24 | 3.2* | -77* | 49 | 21 | . | 9.3*
CN1CCN(c2ccc(-c3ccn4c(-c5ccnc6ccccc56)nnc4c3)cc2)CC1 | 100 | 97 | 81 | 100 | 111 | 104 | 69 | 81
